LMPTP block: LMPTP (human) inhibition; P24666; recombinant LMPTP-A, OMFP fluorogenic substrate, fluorescence intensity; inhibition, % at 20 µM; 360,000 tested, 0.22% active; AID 651560;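 active means compounds that cut the enzyme signal by at least half of the control window in the single-dose screen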;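 further: plate controls were DMSO wells with enzyme plus substrate for no effect and substrate without enzyme for full effect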
Target sequence (P24666 whole entry, looked up): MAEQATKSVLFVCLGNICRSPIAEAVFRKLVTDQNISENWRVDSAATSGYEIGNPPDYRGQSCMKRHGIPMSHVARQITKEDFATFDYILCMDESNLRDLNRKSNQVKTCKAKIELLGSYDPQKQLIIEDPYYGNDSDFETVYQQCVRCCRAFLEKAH
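Material: LMPTP-A; amount: 0.625 nM enzyme; doses: single 20 µM dose; times: reaction 50 min, room temperature, dark; technique: fluorescence intensity of OMFP turnover product; benchmarks: no-enzyme and uninhibited controls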
STEP block: inhibitors of human striatal-enriched phosphatase STEP; recombinant STEP, OMFP fluorogenic substrate, fluorescence; inhibition, % at 20 µM; 360,000 tested, 0.25% active; AID 588621;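 active means inhibition at 20 µM, scaled per plate between control wells, above about 37%, limit read from the data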;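 further: 0% = DMSO with enzyme and substrate and 100% = substrate only without enzyme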
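System: STEP phosphatase, cell-free reaction; Buffer or medium: Bis-Tris pH 6.0 buffer with DTT, detergent; Incubation: 20 min at room temperature, dark; Measured by: fluorescence, 480/540 nm.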
Scp-1 inhibitor: Scp-1 (human) phosphatase inhibition; Q9GZU7; Recombinant Scp1, phosphopeptide, malachite green phosphate absorbance; inhibition, % at 20 µM; 340,000 tested, 0.88% active;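 active means inhibition above about 50% at 20 µM, limit read from the data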;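 further: plate controls were DMSO wells with enzyme for no effect and wells lacking enzyme for full effect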
Target sequence (Q9GZU7 76-261 limits assumed): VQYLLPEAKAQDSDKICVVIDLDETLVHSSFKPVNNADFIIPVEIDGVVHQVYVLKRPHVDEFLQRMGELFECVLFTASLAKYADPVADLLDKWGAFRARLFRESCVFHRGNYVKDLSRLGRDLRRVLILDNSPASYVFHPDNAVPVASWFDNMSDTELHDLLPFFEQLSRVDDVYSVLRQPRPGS
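Times: enzyme reaction 45 min at room temperature, colour 5 min, stabilisation 30 min. Material: SCP-1 catalytic fragment, aa 76-261. Medium: Acidic Tris acetate buffer with magnesium and detergent. Signal: colorimetric free-phosphate detection, absorbance 630 nm. Read-out basis: % inhibition of SCP-1 phosphate liberation. Reagent: Phosphorylated 17-residue peptide substrate.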
SUMO1-SIM PPI: modulators of human SUMO1-mediated protein-protein interactions | P63165 | SUMO1 binding to a labelled peptide, TR-FRET, 1 h | inhibition, % at 20 µM | 360,000 tested, 0.33% active; in the data active means inhibition above about 37%
Target sequence (P63165 whole entry, looked up): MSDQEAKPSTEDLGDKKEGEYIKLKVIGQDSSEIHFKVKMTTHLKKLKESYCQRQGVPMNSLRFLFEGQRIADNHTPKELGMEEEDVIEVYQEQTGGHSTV
MT1-MMP act inh: MT1-MMP (human) activation inhibition | HT1080 RFP-PRO-GFP cells, GFP/RFP ratio fluorescence, overnight; percent of plate control window, DMSO zero | 360,000 tested, 0.061% active | GFP/RFP ratio change, % at 20 µM | AID 651647;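 active means GFP/RFP ratio change of at least 30% with cell ATP level not reduced by more than half and red fluorescence within 50% of control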; further: strong numbers were not always called active
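Assay system: HT1080 RFP-PRO-GFP cells | Dosing: 20 µM single dose, 1% DMSO | Incubation: Cells overnight before dosing, compound overnight, 37 °C, 5% CO2 | Evaluation: GFP/RFP fluorescence ratio | Control set: DMSO-only wells and HT1080 RFP-L50D-GFP cell wells as references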
NadD inh: inhibitors of Staphylococcus aureus NadD | purified NadD enzyme, colorimetric absorbance read-out | inhibition, % at 20 µM | 360,000 tested, 0.78% active; in the data active means inhibition above about 26%; further: some compounds past the cut are filed as inactive
SKN-1 block: C. elegans SKN-1 inhibition; C. elegans VP596 Pgst-4::GFP/RFP ratio, acrylamide-induced, 24 h; inhibition, % at 21.8 µM; 360,000 tested, 0.49% active; AID 624304;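 active means interference check ratio from 0.5 to 1.5 plus GFP to RFP signal ratio inhibition reaching or exceeding a fixed threshold, cut at about 30% in these data, passing the limit was not always enough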; further: some compounds called inactive have numbers as strong as hits
DNMT1 block: DNMT1 (human) enzyme inhibition; 360,000 tested, 0.83% active; DNMT1 molecular beacon, Hinp1I cleavage, fluorescence; AID 588458; inhibition (reported as % activation of signal), % at 10 µM; P26358; in the data active means inhibition above about 50%
Rpn11 inh: blocks the human proteasome subunit Rpn11; AID 588493; calls only at 20 µM; 360,000 tested, 0.59% active; O00487; human 26S proteasome, Ub4-pepOG fluorescence polarization; 20S core pre-blocked with epoxomicin;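 active means inhibition at 20 µM, scaled to each plate's controls, above about 33%, limit read from the data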
Target sequence (O00487 whole entry, looked up): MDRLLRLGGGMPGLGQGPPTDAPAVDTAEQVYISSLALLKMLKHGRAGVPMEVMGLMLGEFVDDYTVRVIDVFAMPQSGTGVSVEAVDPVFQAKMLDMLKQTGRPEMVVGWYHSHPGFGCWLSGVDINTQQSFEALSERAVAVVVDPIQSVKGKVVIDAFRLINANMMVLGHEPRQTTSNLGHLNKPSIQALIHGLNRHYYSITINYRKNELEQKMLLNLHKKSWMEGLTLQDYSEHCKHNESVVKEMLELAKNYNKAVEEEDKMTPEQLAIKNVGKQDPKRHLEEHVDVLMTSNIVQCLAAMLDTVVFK
CendR NRP1 mod: NRP-1/CendR interaction modulation; AID 602438; FAM-RPARPAR peptide binding to NRP-1, fluorescence polarization; O14786; inhibition, % at 25 µM; 360,000 tested, 0.85% active;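 active means inhibition or corrected inhibition above about 18%, plus a signal ratio from 0.5 to 1.5, limit read from the data, passing the limit was not always enough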; further: strong numbers were not always called active
* marks the source's active call; other numbers are inactive results; i = inactive; nt = no result given.

item	mol	LMPTP block	STEP block	Scp-1 inhibitor	SUMO1-SIM PPI	MT1-MMP act inh
1	Cc1cc(NC(=S)N(Cc2cccc(Br)c2)CC2CCC(C(=O)O)CC2)ccc1Cl (stereo not drawn)	0.7	6	-6	4	3
2	Cc1cccc(Cn2c(N(C)Cc3ccccc3)nc3c2c(=O)[nH]c(=O)n3C)c1	-1.6	3	-12	5	-4
3	Cc1ccc(Cc2cnc(N3C(=N)SC(c4ccccc4)C3=O)s2)cc1 (stereo not drawn)	0.1	-2	7	1	12
4	CCOC(=O)CSc1nc(C)c(C(C)=O)cc1C#N	0.0	-6	-6	-6	2
5	CCCOCC(O)CC(Cc1ccccc1)C(=O)NN (stereo not drawn)	-0.7	-1	-5	4	-2
6	O=C(NN=C1CCC(=NNC(=O)c2ccccn2)CC1)c1ccccn1	-1.0	1	-7	-5	17
7	O=C(Nc1ccc(Oc2ccccc2)nc1)[C@H]1O[C@@H](n2ccc(=O)[nH]c2=O)[C@H](O)[C@@H]1O	-2.8	-3	nt	2	3
8	CC(=O)Nc1cc(C)c2nc(NC(C)=O)sc2c1	-1.0	-6	-4	-4	1

item	NadD inh	SKN-1 block	DNMT1 block	Rpn11 inh	CendR NRP1 mod
1	19	9	-5	i	-9
2	3	16	-4	i	26*
3	51*	2	29	i	1
4	5	3	1	i	-10
5	9	7	1	i	6
6	4	5	-1	i	5
7	-2	2	13	i	-2
8	-7	-3	-1	i	6

Rewritten with two lines to a compound: entries from further up.
Each structure is followed by: LMPTP block	STEP block	Scp-1 inhibitor	SUMO1-SIM PPI	MT1-MMP act inh	NadD inh	SKN-1 block	DNMT1 block	Rpn11 inh	CendR NRP1 mod
5	CCCOCC(O)CC(Cc1ccccc1)C(=O)NN (stereo not drawn)
 : -0.7	-1	-5	4	-2	9	7	1	i	6
8	CC(=O)Nc1cc(C)c2nc(NC(C)=O)sc2c1
 : -1.0	-6	-4	-4	1	-7	-3	-1	i	6
3	Cc1ccc(Cc2cnc(N3C(=N)SC(c4ccccc4)C3=O)s2)cc1 (stereo not drawn)
 : 0.1	-2	7	1	12	51*	2	29	i	1
6	O=C(NN=C1CCC(=NNC(=O)c2ccccn2)CC1)c1ccccn1
 : -1.0	1	-7	-5	17	4	5	-1	i	5
4	CCOC(=O)CSc1nc(C)c(C(C)=O)cc1C#N
 : 0.0	-6	-6	-6	2	5	3	1	i	-10
7	O=C(Nc1ccc(Oc2ccccc2)nc1)[C@H]1O[C@@H](n2ccc(=O)[nH]c2=O)[C@H](O)[C@@H]1O
 : -2.8	-3	nt	2	3	-2	2	13	i	-2

The list continues.
item	mol	LMPTP block	STEP block	Scp-1 inhibitor	SUMO1-SIM PPI	MT1-MMP act inh
9	O=C(CN1C(=O)CCOc2ccccc21)Nc1ccc(Cl)c(S(=O)(=O)N2CCOCC2)c1	-0.9	0	-8	4	5
10	COc1ccc(CNC(=O)CCCn2ccc3cc(S(=O)(=O)N4CCCC4)ccc32)cc1	-0.3	1	1	7	9
11	Nc1ccc(S(=O)(=O)Nc2nccc(/C=C/c3ccc([N+](=O)[O-])cc3)n2)cc1	3.5	1	-1	-14	-2
12	CCCSC(=S)c1c(C)[nH]n(-c2ccccc2)c1=O	-1.3	8	-28	-9	-5
13	CC(NC(=O)CSc1nc2c(cc1C#N)CN(C)CC2)c1ccccc1 (stereo not drawn)	4.1	1	-4	-21	3
14	Nc1ccc(Nc2nc(-c3cc4ccccc4oc3=O)cs2)cc1	4.0	4	3	-19	-2
15	COc1cc2[nH]c(C(=O)N(C)Cc3ccccc3)cc2c(OC)c1OC	-0.3	0	-10	7	3
16	COc1ccc(-n2c3c(cc(C#N)c2=O)C(=O)CCC3)cc1	-0.2	-3	-1	-2	-3

item	NadD inh	SKN-1 block	DNMT1 block	Rpn11 inh	CendR NRP1 mod
9	5	-2	-1	i	4
10	-8	-7	-2	i	2
11	21	5	2	i	0
12	-3	4	-3	i	-9
13	11	6	-15	i	-5
14	14	-15	-8	i	-3
15	-7	6	0	i	0
16	-1	-9	1	i	12

Remaining list, next part
item	mol	LMPTP block	STEP block	Scp-1 inhibitor	SUMO1-SIM PPI	MT1-MMP act inh
17	NC(=O)c1nsc(C(=O)N(Cc2cccnc2)C(C(=O)NCc2ccccc2)c2ccc(O)cc2)c1N (stereo not drawn)	1.3	1	-7	-12	-1
18	N/C(=N\OC(=O)Cc1ccccc1)c1ccncc1	0.1	-2	-1	3	-4
19	CC(=O)N/C(=N\c1nc(C)cc(C)n1)Nc1ccccc1Cl	-2.4	-1	1	5	2
20	CCN1CCN(S(=O)(=O)c2c(C)cc(C)cc2C)CC1	-0.6	-1	-2	-2	0
21	Cc1ccc(S(=O)(=O)N2CCC(=O)N(C(COCc3ccc(C(F)(F)F)cc3)C(C)C)CC2)cc1 (stereo not drawn)	6.2	2	-9	4	1
22	COc1ccccc1CNC(=O)COC(=O)Cc1c[nH]c2ccccc12	0.0	0	-5	0	2
23	O=C(Cn1nc(-c2ccccc2)c2ccccc2c1=O)NCCN1CCOCC1	-0.6	-14	-2	1	1
24	CCCNc1nc(N2CCCC2)nc(N2CCCC2)n1	1.2	-1	-1	2	0

item	NadD inh	SKN-1 block	DNMT1 block	Rpn11 inh	CendR NRP1 mod
17	-3	15	0	i	2
18	-2	-5	-6	i	5
19	-4	-3	-1	i	3
20	2	2	0	i	-17
21	3	-3	3	i	-4
22	-5	11	-2	i	-4
23	2	-10	2	i	-1
24	-6	2	-2	i	-17

Single records, from the list above. Order of values: LMPTP block, STEP block, Scp-1 inhibitor, SUMO1-SIM PPI, MT1-MMP act inh, NadD inh, SKN-1 block, DNMT1 block, Rpn11 inh, CendR NRP1 mod
Profile of NC(=O)c1nsc(C(=O)N(Cc2cccnc2)C(C(=O)NCc2ccccc2)c2ccc(O)cc2)c1N (stereo not drawn) = 1.3, 1, -7, -12, -1, -3, 15, 0, i, 2
Profile of Cc1ccc(S(=O)(=O)N2CCC(=O)N(C(COCc3ccc(C(F)(F)F)cc3)C(C)C)CC2)cc1 (stereo not drawn) = 6.2, 2, -9, 4, 1, 3, -3, 3, i, -4

Remaining list, next part:
item	mol	LMPTP block	STEP block	Scp-1 inhibitor	SUMO1-SIM PPI	MT1-MMP act inh
25	CC(C)Cc1cc(C(=O)Nc2cc(C(F)(F)F)ccc2Cl)no1	-0.3	6	0	1	1
26	CCc1ccccc1NC(=O)C(CC)Sc1nc2cc3c(cc2c(=O)n1Cc1ccco1)OCO3 (stereo not drawn)	0.4	2	0	4	1
27	CC(/C=C1\SC(=O)N(CC(=O)Nc2ccc(O)cc2)C1=O)=C\c1ccccc1	1.6	1	-14	-19	-1
28	CCOCCCNC(=O)/C(C#N)=C/c1ccc(C(=O)OC)cc1	-1.3	-3	-2	-12	0
29	COc1ccc(C(=O)COC(=O)c2ccccc2NS(=O)(=O)c2ccc(O)c([N+](=O)[O-])c2)cc1	0.7	0	-25	-1	5
30	COC(=O)C(C)Sc1snnc1-c1ccccc1 (stereo not drawn)	-0.5	1	-8	2	-2

item	NadD inh	SKN-1 block	DNMT1 block	Rpn11 inh	CendR NRP1 mod
25	4	-14	11	i	-1
26	10	14	36	i	-5
27	7	12	-28	i	0
28	-4	-4	-6	i	4
29	8	10	-11	i	17
30	7	-5	3	i	1

From PubChem BioAssay
